Bioassay records from PubChem BioAssay.
CCHF vOTU inh – blocks the CCHF virus ovarian tumor domain protease; 370,000 compounds, 0.55% hits; inhibition, % at 11.5 µM; CCHFV vOTU protease, Pep-AMC fluorescence; also: 0% = vehicle wells with enzyme and 100% = no enzyme wells
DUSP3 inh – inhibitors of human VHR1 phosphatase (DUSP3). P51452. recombinant VHR phosphatase, pNPP absorbance. inhibition, % at 13.3 µM. 290,000 compounds, 0.52% hits. AID 1654; in the data active = inhibition above about 50%; also: some compounds called inactive have numbers as strong as hits
Rv3671c protease – Rv3671c (M. tuberculosis) protease inhibition | P9WHR9 | inhibition, % at 5.96 µM | 320,000 compounds, 0.048% hits | AID 2606; in the data active = inhibition above about 38%;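 also: extracellular domain of Rv3671c used as enzyme; 0% = enzyme with DMSO and 100% = no enzyme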
FBA Mtb inh – Mtb fructose-bisphosphate aldolase inhibition. P9WQA3. purified M. tuberculosis FBA, fluorescence read-out. inhibition, % at 1 µM. 360,000 compounds, 2.3% hits. AID 588726; in the data active = inhibition above about 27%;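 also: 0% = vehicle and 100% = reference inhibitor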
Target sequence (P9WQA3 whole entry, looked up): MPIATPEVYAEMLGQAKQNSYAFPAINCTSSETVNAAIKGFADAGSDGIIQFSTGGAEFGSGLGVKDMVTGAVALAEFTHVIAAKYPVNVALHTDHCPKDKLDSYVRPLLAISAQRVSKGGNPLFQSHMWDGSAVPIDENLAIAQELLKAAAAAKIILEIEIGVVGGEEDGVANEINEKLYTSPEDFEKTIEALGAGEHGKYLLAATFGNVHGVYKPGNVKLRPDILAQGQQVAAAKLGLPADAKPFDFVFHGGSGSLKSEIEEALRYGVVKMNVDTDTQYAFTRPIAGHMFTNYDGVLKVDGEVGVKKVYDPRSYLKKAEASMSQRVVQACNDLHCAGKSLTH
BoNT F protease – BoNT F light chain protease inhibition | AID 588497 | inhibition, % at 10 µM | 360,000 compounds, 0.22% hits | Multiplex microsphere protease cleavage assay, flow cytometry; in the data active = inhibition above about 35%, passing the limit was not always enough; also: plate controls were buffer without enzyme for full effect and enzyme alone for no effect
FadD28 FP inh – inhibitors of Mycobacterium tuberculosis FadD28 bisubstrate binding. FadD28 bisubstrate probe binding, fluorescence polarization. inhibition, % at 12.5 µM. 360,000 compounds, 0.22% hits. AID 588549; in the data active = inhibition above about 8.5%, passing the limit was not always enough
Mtb UGM inh – inhibitors of M. tuberculosis UDP-galactopyranose mutase | P9WIQ1 | purified UGM, fluorescence polarization probe displacement | inhibition, % at 10 µM | 320,000 compounds, 0.06% hits; in the data active = inhibition above about 10%, passing the limit was not always enough
Target sequence (P9WIQ1 whole entry, looked up): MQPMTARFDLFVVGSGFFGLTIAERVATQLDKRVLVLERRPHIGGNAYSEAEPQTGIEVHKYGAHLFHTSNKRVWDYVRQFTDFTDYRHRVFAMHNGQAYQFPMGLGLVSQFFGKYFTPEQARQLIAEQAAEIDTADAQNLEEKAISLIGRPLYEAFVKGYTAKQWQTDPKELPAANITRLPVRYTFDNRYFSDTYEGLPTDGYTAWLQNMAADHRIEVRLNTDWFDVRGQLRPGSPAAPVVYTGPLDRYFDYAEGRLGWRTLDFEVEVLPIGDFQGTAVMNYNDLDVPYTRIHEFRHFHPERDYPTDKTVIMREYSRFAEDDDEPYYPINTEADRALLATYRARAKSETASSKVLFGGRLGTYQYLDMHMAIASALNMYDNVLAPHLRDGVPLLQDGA
BioA inh – inhibitors of Mycobacterium tuberculosis BioA enzyme. 360,000 compounds, 0.096% hits. purified M. tuberculosis BioA enzyme, plate reader. inhibition, % at 9.99 µM; in the data active = inhibition above about 40%
MazF activator – MazEF (E. coli) toxin RNase activation. P0AE70. FAM/BHQ RNA-DNA oligo cleavage fluorescence, 5 h. activation, % at 20 µM. 350,000 compounds, 0.32% hits. AID 504720; in the data active = activation above about 50%
Target sequence (P0AE70 whole entry, looked up): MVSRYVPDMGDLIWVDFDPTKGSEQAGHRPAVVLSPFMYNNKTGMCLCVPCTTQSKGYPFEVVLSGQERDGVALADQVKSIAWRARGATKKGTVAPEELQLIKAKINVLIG
GDH-TPI inh – counter-screen for M. tuberculosis FBA inhibitors: GDH-TPI coupled enzymes; AID 588335; GDH-TPI coupled enzyme counterscreen, NADH absorbance; inhibition, % at 4.8 µM; 360,000 compounds, 1.2% hits;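 also: 0% = DMSO wells and 100% = wells lacking the enzyme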
Starred values were filed as active, the others as inactive; . = no result given. Rule as the data show it, unless noted: active = inhibition above about 30%; inactive = the rest.

no.	Structure	CCHF vOTU inh	DUSP3 inh	Rv3671c protease	FBA Mtb inh	BoNT F protease	FadD28 FP inh	Mtb UGM inh	BioA inh	MazF activator	GDH-TPI inh
1	COC(=O)c1ccccc1S(=O)(=O)Oc1ccc(-c2ccc(C(=O)O)cc2)cc1	4	-20	0	-1	37*	-5.8	-0.3	0.2	-3	1
2	CC1=CC2OC3CC4OC(=O)C=CC=CC(C(C)O)OCC(O)C(C)CC(=O)OCC2(CC1O)C4(C)C31CO1 (centres undefined)	5	.	.	-1	0	-3.2	.	.	-3	9
3	COc1ccccc1C(CCN(Cc1ccccc1)C(C)=O)c1ccco1 (centres undefined)	12	-4	-4	-3	-15	-3.7	-4.2	1.4	-15	3
4	Cc1ccccc1N(CC(=O)NCC1CCCO1)C(=O)CNS(=O)(=O)c1ccc(F)cc1 (centres undefined)	18	19	1	-2	-32	0.2	3.1	-2.0	2	2
5	COC(=O)c1ccc(-c2cc3onc(-c4ccccc4)c3c(=O)n2C)cc1	2	.	3	2	-8	-4.3	3.4	-1.3	3	4
6	CCCc1nc2sc3c(c2c(=O)n1NC(=O)CCCl)CCCC3	-9	-2	5	0	.	-2.1	-0.7	-3.6	0	17
7	O=C(NC1CCCCC1)N1CCN(Cc2nc3ccccc3c(=O)[nH]2)CC1	2	.	-4	2	-4	1.2	0.8	1.1	-5	7
8	COc1ccc(CCC(=O)Nc2cc(S(=O)(=O)N3CCOCC3)ccc2OC(C)C)cc1	-1	.	-9	0	-2	-2.8	1.7	0.0	0	1
9	CCOc1ccc(N2C(=O)CC(SCCN)C2=O)cc1 (centres undefined)	-3	24	1	1	5	-1.0	-0.6	.	4	5
10	CCn1c(=O)c(-c2ccccc2)c(O)c2ccccc21	-6	15	3	19	-6	2.1	0.4	-1.4	-11	-5
11	O=C(CCNC(=O)c1ccccc1Cl)OCC(=O)c1ccccc1	1	-10	0	1	-4	-0.1	2.3	.	7	-2
12	COc1cc(NC(=O)c2cccs2)c(OC)cc1NC(=O)c1cccs1	.	18	2	0	-9	0.1	0.3	-0.5	5	4
13	CCOC(=O)c1cnn(-c2nc(-c3cccc(F)c3)cs2)c1C(F)(F)F	-3	13	2	5	-2	-2.9	-0.6	.	-10	-2
14	Cc1ccc(OCC(O)Cn2c(N3CCCCC3)nc3c2c(=O)[nH]c(=O)n3C)cc1C (centres undefined)	2	25	-6	2	-3	-3.9	1.5	-2.1	3	-1
15	COc1cc2c(cc1OC)CN(C(=O)c1ccc(N3CCCC3)c([N+](=O)[O-])c1)CC2	2	.	-4	-7	4	1.2	1.6	3.9	3	11
16	COc1cc(NS(=O)(=O)c2ccc(N/C=C(\C=O)c3nc4cc(Cl)ccc4o3)cc2)nc(OC)n1	20	-3	-8	-1	4	-2.0	-5.9	2.1	-7	16
17	O=C(NC1CCCC1)C(c1ccccc1)N(Cc1ccco1)C(=O)Cc1cccs1 (centres undefined)	12	26	0	-4	-2	-2.7	-2.0	-1.6	1	-4
18	N#C/C(=C\c1c(N2CCCCCC2)nc2ccccn2c1=O)C(=O)NCc1ccco1	4	-15	-5	-2	2	-1.3	-3.2	.	2	3
19	COc1ccc2c(c1)cc(C(=O)N[C@@H](CCSC)C(=O)N1CCC(C(=O)O)CC1)n2C	-33	9	-3	64*	10	-3.6	-1.5	-3.3	6	-7
20	CN(C)S(=O)(=O)N1CCC(Oc2ccc(C(=O)NC3CCOC(C)(C)C3)cc2)CC1 (centres undefined)	14	-2	5	-2	8	-1.2	0.7	-1.8	8	-2
21	COCc1nc2ccccc2n1CCCOc1ccccc1	13	17	-1	-3	-9	-1.3	-1.8	0.9	-5	4
22	Cc1ccc(S(=O)(=O)Nc2cc3c(C(=O)O)c(C)oc3c3ccccc23)c(C)c1	4	12	-11	1	1	-5.8	2.3	-1.8	-42	2
23	CC1(C)CC(=O)C=C(c2ccc3ccccc3c2)C1	-15	.	2	40*	8	-2.5	-1.0	-0.9	6	16
24	CCC(C(=O)OCC(=O)Nc1ccc(C)c(S(=O)(=O)N2CCOCC2)c1)c1ccccc1 (centres undefined)	14	.	-8	-3	.	-7.2	-0.6	0.9	3	-5
25	CCN1CCCc2cc(CN(CCN3CCOCC3)C(=S)Nc3ccc(C)cc3)ccc21	4	27	2	-1	-25	-1.5	0.4	-0.8	7	-2

Retrieved by structure from the entries so far (six):
no.	Structure	CCHF vOTU inh	DUSP3 inh	Rv3671c protease	FBA Mtb inh	BoNT F protease	FadD28 FP inh	Mtb UGM inh	BioA inh	MazF activator	GDH-TPI inh
7	O=C(NC1CCCCC1)N1CCN(Cc2nc3ccccc3c(=O)[nH]2)CC1	2	.	-4	2	-4	1.2	0.8	1.1	-5	7
1	COC(=O)c1ccccc1S(=O)(=O)Oc1ccc(-c2ccc(C(=O)O)cc2)cc1	4	-20	0	-1	37*	-5.8	-0.3	0.2	-3	1
15	COc1cc2c(cc1OC)CN(C(=O)c1ccc(N3CCCC3)c([N+](=O)[O-])c1)CC2	2	.	-4	-7	4	1.2	1.6	3.9	3	11
16	COc1cc(NS(=O)(=O)c2ccc(N/C=C(\C=O)c3nc4cc(Cl)ccc4o3)cc2)nc(OC)n1	20	-3	-8	-1	4	-2.0	-5.9	2.1	-7	16
6	CCCc1nc2sc3c(c2c(=O)n1NC(=O)CCCl)CCCC3	-9	-2	5	0	.	-2.1	-0.7	-3.6	0	17
18	N#C/C(=C\c1c(N2CCCCCC2)nc2ccccn2c1=O)C(=O)NCc1ccco1	4	-15	-5	-2	2	-1.3	-3.2	.	2	3

Following part.
no.	Structure	CCHF vOTU inh	DUSP3 inh	Rv3671c protease	FBA Mtb inh	BoNT F protease	FadD28 FP inh	Mtb UGM inh	BioA inh	MazF activator	GDH-TPI inh
26	Cc1ccc(NC(=O)Nc2nnc(Cc3ccc([N+](=O)[O-])cc3)s2)cc1C	-22	13	-9	1	-7	-0.9	0.8	-0.5	-2	-2
27	C1=CCC(/C=N/n2cnnc2)CC1 (centres undefined)	2	22	1	1	-2	-1.8	1.1	0.3	8	3
28	C=CCn1c(SCC(=O)Nc2ccc(N(C)C)cc2)nnc1-c1cccc(C)c1	3	5	8	-1	-22	0.3	0.6	-0.5	4	10
29	COCC(=O)Nc1nnc(COc2ccc(Cl)cc2)s1	5	12	5	0	-2	0.6	0.5	1.2	1	7
30	COc1ccc(C(=O)Nc2cc(C)c(NC(=O)c3ccccc3OC)cn2)cc1	-15	-12	-7	1	4	-2.0	6.1	-0.5	-2	2
31	COCCNC(=S)N/N=C(\C)c1ccc(Cl)c(Cl)c1Cl	-6	9	-1	-2	-2	-5.1	1.9	.	-5	0
32	CCCCCCSc1ccc(-c2nc3ccc(C)cn3c2NC2CCCCC2)cc1	11	.	-11	11	-10	-1.4	1.1	-2.9	1	8
33	COc1ccc(S(=O)(=O)NCCSCc2ccco2)cc1	-7	14	7	-3	5	-2.4	3.7	-1.8	0	0
34	COC(=O)c1cc(OC)c(OC)cc1NC(=O)c1ccc(C)o1	.	-5	-4	-4	6	-4.3	0.3	.	6	21
35	COc1cccc(CN(CC(=O)NC2CCCC2)C(=O)Cn2nnc(-c3cccs3)n2)c1	-11	10	-8	-1	-1	-7.1	-0.2	1.0	2	-3
36	COc1cccc(C(C(=O)NC2CCCC2)N(C(=O)c2ccco2)c2ccc(-n3cnnn3)c(C)c2)c1OC (centres undefined)	-9	13	-17	4	-3	-0.7	-0.2	.	6	3
37	O=C(Nc1nnc([C@@H]2C[C@H](O)[C@@H](CO)O2)s1)NC(c1ccccc1)c1ccccc1	0	.	.	-2	8	-0.5	.	0.4	.	1
38	COc1ccc(NC(=O)Cn2ncc(Cl)c(Cl)c2=O)cc1S(=O)(=O)N1CCOCC1	0	3	-13	1	0	-3.0	-0.7	1.8	-2	13
39	Cc1ccccc1NS(=O)(=O)c1ccc(C(=O)OCC(=O)NCC(C)C)cc1	2	-6	8	4	3	-3.9	3.1	6.2	-15	1
40	COCCNC(=O)c1ccc(N2CC3CC(C2)c2cccc(=O)n2C3)c(NC(=O)c2ccc(C(C)(C)C)cc2)c1 (centres undefined)	-3	.	.	-1	0	-3.1	.	3.3	10	-4
41	Fc1cccc(Cn2cc(C(=S)N3CCOCC3)c3ccccc32)c1	9	9	-16	2	0	0.4	-3.0	.	3	13
42	COc1ccccc1Nc1ncnc2ccccc12	-2	12	6	5	-2	0.7	-1.8	.	4	8
43	CCn1c(SCC(=O)Nc2ncc(C(F)(F)F)cc2Cl)nnc1-c1ccccc1	-2	4	-6	4	1	-2.8	4.5	0.8	4	-7
44	CCN(C(=O)CN1CCN(c2cccc(C(F)(F)F)c2)CC1)c1c(N)n(Cc2ccccc2)c(=O)[nH]c1=O	23	27	-2	0	0	-0.7	2.2	.	5	4
45	CCc1nn(CC(=O)NCCCN(CC)CC)c(=O)c2cc3sc(C)cc3n12	-4	25	4	1	-6	-1.4	1.4	-0.7	15	5
46	COC(=O)CCCNc1ncccc1[N+](=O)[O-]	-2	16	8	-6	4	-4.2	1.8	-0.4	-1	2
47	Cc1ccc(C(NC(=O)/C=C\c2ccc3c(c2)OCO3)C(=O)Nc2ccc3c(c2)OCO3)cc1 (centres undefined)	-13	2	-4	8	-4	-3.1	1.4	0.6	5	25
48	Cc1ccc2c(c1)c(C)c(C)n2CC(O)CN1CCCCC1C (centres undefined)	5	15	9	5	-3	-1.7	0.2	-0.5	3	8
49	O=C(N/N=C/c1cccc(OCC(=O)N2CCCC2)c1)C(=O)Nc1ccccc1F	7	-2	-9	1	7	-2.3	-3.1	-0.5	-3	17
50	COC(=O)C1=C(c2ccc(OC(F)(F)F)cc2)C[C@@H]2CC[C@H]1N2C(=O)NCCOc1ccccc1Cl	29	.	2	-3	-9	-3.6	-2.7	-2.2	0	-3
51	COc1c(O)cc(O)c2c(=O)cc(-c3ccccc3)oc12	-2	.	3	-3	4	-2.8	.	-1.1	-2	14
